SRC1 inh: inhibitors of human steroid receptor coactivator 1 (SRC1). inhibition, % at 3.6 µM. Q15788. HEK293 GAL4-SRC1 luciferase reporter, luminescence. AID 588354. 360,000 compounds, 0.12% hits;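 active = inhibition above the campaign mean plus 3 SD, with each screening campaign given its own cutoff, cut at about 60% in these data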;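 also: 0% = DMSO treated cells and 100% = gossypol at 36 µM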
MC4R ag barr: agonists of human melanocortin 4 receptor (MC4R) beta-arrestin. 360,000 compounds, 0.98% hits. activation, % at 8.9 µM. P32245. U2OS MC4R beta-arrestin complementation, luminescence; percent of melanotan II response, DMSO zero;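 active = activation above a per-plate cutoff, the mean activation of sample wells on that plate plus 3 SD, cut at about 8% in these data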
LRH-1 inv ag: suppresses constitutive activity of human LRH-1. 360,000 compounds, 0.13% hits. O00482. HEK293T StAR-luciferase reporter, LRH-1 transfected, 24 h. inhibition, % at 3.6 µM;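 active = inhibition above the mean inhibition of all tested compounds plus 3 SD, cut at about 73% in these data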;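 also: 0% = DMSO wells and 100% = reporter-only cells lacking LRH-1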
NOD2-RIPK2 inh: NOD2-RIPK2 protein interaction inhibition; O43353; CHO BLA complementation NOD2-RIPK2, CCF4 ratio; inhibition, % at 4.98 µM; 360,000 compounds, 0.38% hits; in the data active = inhibition above about 21%;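 also: 0% = vehicle only and 100% = reference blocker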
TLR9-MyD88 block: inhibitors of human TLR9-MyD88 binding; Q9NR96+Q99836; CHO BLA complementation TLR9-MyD88, CCF4 FRET ratio; inhibition, % at 4.98 µM; 340,000 compounds, 0.21% hits; AID 504734;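 active = inhibition above the mean over all tested compounds plus 3 SD, cut at about 21% in these data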;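 also: 0% = DMSO only wells and 100% = clavulanate BLA inhibitor control wells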
LMP1 NFkB inh: Epstein-Barr LMP1 NF-kappaB reporter inhibition | 350,000 compounds, 0.69% hits | inhibition, % at 12.5 µM | AID 504558 | LMP1-induced NF-kappaB luciferase reporter cells, luminescence; in the data active = inhibition above about 41%;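 also: 0% = neutral control wells and 100% = reference inhibitor control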
SRC2 inh: inhibits human steroid receptor coactivator 2; Q15596; HEK293 GAL4-SRC2 luciferase reporter, luminescence; inhibition, % at 9 µM; 370,000 compounds, 0.17% hits;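 active = inhibition above the mean inhibition of all tested compounds plus 3 SD, set per campaign, cut at about 52% in these data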;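 also: 0% = DMSO treated cells and 100% = cells given Gossypol at 36 µM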
COUP-TFII inh: blocks human COUP-TFII nuclear receptor; P24468; HEK293T NGFI-A luciferase reporter, luminescence; inhibition, % at 8.6 µM; 370,000 compounds, 0.7% hits; AID 686940;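 active = inhibition above a per-plate cutoff, mean inhibition of test wells between control levels plus 3 SD, cut at about 38% in these data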;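 also: cells cotransfected with COUP-TFII expression vector driving the NGFI-A reporter; 0% = median of COUP-TF2 test wells and 100% = reporter-only cells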
ABHD5-PLIN5 inh: ABHD5-PLIN5 protein interaction inhibition; Q00G26+Q8WTS1; Split G. princeps luciferase complementation, luminescence, 4 h; inhibition, % at 4 µM; 360,000 compounds, 0.78% hits;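 active = inhibition above the mean inhibition across every tested compound plus 3 SD, cut at about 22% in these data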;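 also: 0% = DMSO only wells and the 100% control is not disclosed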
Target sequence (Q00G26 whole entry, looked up): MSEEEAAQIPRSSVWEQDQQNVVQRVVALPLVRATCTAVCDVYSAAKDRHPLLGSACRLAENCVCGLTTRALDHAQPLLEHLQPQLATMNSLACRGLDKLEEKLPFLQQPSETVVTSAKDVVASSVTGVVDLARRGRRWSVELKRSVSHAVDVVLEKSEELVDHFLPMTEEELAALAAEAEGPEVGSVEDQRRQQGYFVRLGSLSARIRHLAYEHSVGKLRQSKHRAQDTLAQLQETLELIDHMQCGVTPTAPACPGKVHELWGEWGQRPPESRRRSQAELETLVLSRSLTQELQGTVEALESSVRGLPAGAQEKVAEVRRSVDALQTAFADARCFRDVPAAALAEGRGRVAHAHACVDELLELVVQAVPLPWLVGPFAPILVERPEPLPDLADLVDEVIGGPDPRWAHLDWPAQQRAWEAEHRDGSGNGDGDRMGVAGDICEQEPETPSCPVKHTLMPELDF
Target sequence (Q8WTS1 whole entry, looked up): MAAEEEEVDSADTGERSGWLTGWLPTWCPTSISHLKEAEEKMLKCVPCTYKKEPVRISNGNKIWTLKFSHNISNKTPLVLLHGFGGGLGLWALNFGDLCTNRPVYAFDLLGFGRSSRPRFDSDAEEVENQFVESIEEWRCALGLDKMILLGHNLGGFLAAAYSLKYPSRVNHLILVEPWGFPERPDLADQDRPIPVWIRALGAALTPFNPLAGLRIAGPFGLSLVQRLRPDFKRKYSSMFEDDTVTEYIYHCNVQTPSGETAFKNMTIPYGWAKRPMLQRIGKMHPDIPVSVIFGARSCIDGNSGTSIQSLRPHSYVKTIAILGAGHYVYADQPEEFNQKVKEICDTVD
MC4R antag cAMP: blocks human MC4R cAMP signaling; P32245; MC4R-expressing cells, MTII-stimulated cAMP, LANCE TR-FRET; inhibition, % at 6.5 µM; 360,000 compounds, 0.48% hits;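 active = inhibition above its plate's cutoff, the mean of tested wells on that plate plus 3 SD, cut at about 29% in these data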;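 also: 0% = Melanotan II alone and 100% = Melanotan II plus saturating MCL0020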
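Material: human MC4R-expressing U2OS cells. Probe or stimulus: Melanotan II challenge. Dosing: 6.5 µM single dose. Times: 30-min compound, 1-h challenge, 1-h detection, room temperature. Technique: TR-FRET with Eu-cAMP and labeled anti-cAMP, 671 nm. Replication: singlicate.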
SRC3 inh: inhibits human SRC3 coactivator; Q9Y6Q9; HEK293 GAL4-SRC3 luciferase reporter, luminescence; inhibition, % at 3.6 µM; 360,000 compounds, 0.17% hits; AID 588352;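 active = inhibition above a per-campaign cutoff, the mean of all compounds plus 3 SD, cut at about 60% in these data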;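 also: 0% = DMSO-treated cells and 100% = gossypol-treated cells at 36 µM; higher means less SRC3-driven luciferase light from the GAL4 reporter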
* = called active by the depositor.

A first look (2 entries):
What do the screens show for `Cc1c(C(=O)Nc2c(F)cccc2F)sc2ncnc(N3CCN(c4ccccc4)CC3)c12`?
SRC1 inh: 9; MC4R ag barr: -1.1; LRH-1 inv ag: -1; NOD2-RIPK2 inh: -7; TLR9-MyD88 block: 1; LMP1 NFkB inh: 18; SRC2 inh: 8; COUP-TFII inh: 5; ABHD5-PLIN5 inh: 3; MC4R antag cAMP: 6; SRC3 inh: 12

What do the screens show for `CC(=O)Nc1cccc(C(=O)/C=C/c2ccco2)c1`?
SRC1 inh: 3; MC4R ag barr: -0.8; LRH-1 inv ag: 4; NOD2-RIPK2 inh: -3; TLR9-MyD88 block: 5; LMP1 NFkB inh: 1; SRC2 inh: -6; COUP-TFII inh: -9; ABHD5-PLIN5 inh: 29*; MC4R antag cAMP: -2; SRC3 inh: 8

Main list, repeating the preview:
What do the screens show for `Cc1c(C(=O)Nc2c(F)cccc2F)sc2ncnc(N3CCN(c4ccccc4)CC3)c12`?
SRC1 inh: 9; MC4R ag barr: -1.1; LRH-1 inv ag: -1; NOD2-RIPK2 inh: -7; TLR9-MyD88 block: 1; LMP1 NFkB inh: 18; SRC2 inh: 8; COUP-TFII inh: 5; ABHD5-PLIN5 inh: 3; MC4R antag cAMP: 6; SRC3 inh: 12

What do the screens show for `CC(=O)Nc1cccc(C(=O)/C=C/c2ccco2)c1`?
SRC1 inh: 3; MC4R ag barr: -0.8; LRH-1 inv ag: 4; NOD2-RIPK2 inh: -3; TLR9-MyD88 block: 5; LMP1 NFkB inh: 1; SRC2 inh: -6; COUP-TFII inh: -9; ABHD5-PLIN5 inh: 29*; MC4R antag cAMP: -2; SRC3 inh: 8

Results for COc1ccc(OCc2nnc(SCc3ccc(C(=O)O)cc3)o2)cc1 ?
SRC1 inh: 0; MC4R ag barr: 1.2; LRH-1 inv ag: 11; NOD2-RIPK2 inh: -2; TLR9-MyD88 block: 8; LMP1 NFkB inh: -10; SRC2 inh: -18; COUP-TFII inh: -11; ABHD5-PLIN5 inh: -2; MC4R antag cAMP: 4; SRC3 inh: -22

How did Cc1ccccc1NC(=O)CSc1nnc2ccc(-c3ccccn3)nn12 do in these assays?
SRC1 inh: -10; MC4R ag barr: -0.4; LRH-1 inv ag: 9; NOD2-RIPK2 inh: -8; TLR9-MyD88 block: -11; LMP1 NFkB inh: 1; SRC2 inh: -10; COUP-TFII inh: 0; ABHD5-PLIN5 inh: -3; MC4R antag cAMP: 11; SRC3 inh: 3

How did Cc1cccc(OCC(=O)Nc2ccc3c(C)cc(=O)oc3c2)c1 do in these assays?
SRC1 inh: -5; MC4R ag barr: 5.5; LRH-1 inv ag: -7; NOD2-RIPK2 inh: 2; TLR9-MyD88 block: -7; LMP1 NFkB inh: -1; SRC2 inh: -17; COUP-TFII inh: -6; ABHD5-PLIN5 inh: 2; MC4R antag cAMP: -5; SRC3 inh: 15

How did CC(C)(C)CN1CCC(Oc2cccc(C(=O)N3CCC[C@H]3CO)c2)CC1 do in these assays?
SRC1 inh: 4; MC4R ag barr: -1.0; LRH-1 inv ag: -11; NOD2-RIPK2 inh: -15; TLR9-MyD88 block: 3; LMP1 NFkB inh: -4; SRC2 inh: 2; COUP-TFII inh: 9; ABHD5-PLIN5 inh: -1; MC4R antag cAMP: 2; SRC3 inh: 24

Results for Cc1ccc(NC(=O)CCN2C(=O)C3CC=CCC3C2=O)cc1Cl (configuration not stated) ?
SRC1 inh: 2; MC4R ag barr: -0.8; LRH-1 inv ag: -2; NOD2-RIPK2 inh: 5; TLR9-MyD88 block: -2; LMP1 NFkB inh: -7; SRC2 inh: -14; COUP-TFII inh: -15; ABHD5-PLIN5 inh: -4; MC4R antag cAMP: 3; SRC3 inh: 1

Results for COCCNc1nc(Cl)c(C#N)s1 ?
SRC1 inh: -10; MC4R ag barr: 0.1; LRH-1 inv ag: 7; NOD2-RIPK2 inh: -10; TLR9-MyD88 block: 2; LMP1 NFkB inh: 8; SRC2 inh: -10; COUP-TFII inh: -9; ABHD5-PLIN5 inh: 0; MC4R antag cAMP: 1; SRC3 inh: -1

Results for COc1ccc(C)cc1NC(=O)CCNC(=O)Cn1ccc2ccccc2c1=O ?
SRC1 inh: -6; MC4R ag barr: -1.5; LRH-1 inv ag: -6; NOD2-RIPK2 inh: 1; TLR9-MyD88 block: -9; LMP1 NFkB inh: 3; SRC2 inh: -15; COUP-TFII inh: 8; ABHD5-PLIN5 inh: -2; MC4R antag cAMP: 16; SRC3 inh: -6

Results for CCC(=O)NC(c1ccc(Cl)cc1Cl)c1ccc2cccnc2c1O (configuration not stated) ?
SRC1 inh: 27; MC4R ag barr: -2.4; LRH-1 inv ag: 65; NOD2-RIPK2 inh: 4; TLR9-MyD88 block: 18; LMP1 NFkB inh: 49*; SRC2 inh: 16; COUP-TFII inh: -16; ABHD5-PLIN5 inh: 9; MC4R antag cAMP: 4; SRC3 inh: 56

How did COc1ccc(Oc2cccc(Cl)c2CNC(=O)CC(C)(C)CC(=O)O)cc1 do in these assays?
SRC1 inh: -5; MC4R ag barr: 1.5; LRH-1 inv ag: -3; NOD2-RIPK2 inh: 4; TLR9-MyD88 block: 10; LMP1 NFkB inh: 7; SRC2 inh: -38; COUP-TFII inh: 2; ABHD5-PLIN5 inh: 1; MC4R antag cAMP: 13; SRC3 inh: -3

Results for O=C(NCC(=O)N1CCN(C(=O)c2ccco2)CC1)c1ccccc1 ?
SRC1 inh: -19; MC4R ag barr: -1.2; LRH-1 inv ag: 6; NOD2-RIPK2 inh: -14; TLR9-MyD88 block: 7; LMP1 NFkB inh: 6; SRC2 inh: -34; COUP-TFII inh: 8; ABHD5-PLIN5 inh: -13; MC4R antag cAMP: 3; SRC3 inh: -5

Results for O=C(N/N=C/c1c[nH]c2ccccc12)c1ccccc1O ?
SRC1 inh: -35; MC4R ag barr: -0.9; LRH-1 inv ag: -7; NOD2-RIPK2 inh: 3; TLR9-MyD88 block: -6; LMP1 NFkB inh: -23; SRC2 inh: -29; COUP-TFII inh: -7; ABHD5-PLIN5 inh: 7; MC4R antag cAMP: 0; SRC3 inh: -59

How did Cc1ccc(NC(=O)[C@H](NC(=O)[C@@H]2Cc3ccccc3CN2)c2ccccc2)cc1 do in these assays?
SRC1 inh: 4; MC4R ag barr: 0.1; LRH-1 inv ag: -25; NOD2-RIPK2 inh: -2; TLR9-MyD88 block: -5; LMP1 NFkB inh: -9; SRC2 inh: -15; COUP-TFII inh: -18; ABHD5-PLIN5 inh: 2; MC4R antag cAMP: 12; SRC3 inh: -28

Results for Cc1ccc(CNC(=O)c2ccc(CNS(=O)(=O)c3ccc4c(c3)C(C)(C)C(=O)N4C)cc2)o1 ?
SRC1 inh: -3; MC4R ag barr: -0.9; LRH-1 inv ag: 17; NOD2-RIPK2 inh: -4; TLR9-MyD88 block: -3; LMP1 NFkB inh: -5; SRC2 inh: -5; COUP-TFII inh: -11; ABHD5-PLIN5 inh: 5; MC4R antag cAMP: -1; SRC3 inh: -1

Results for CC(C)OC(=O)c1c(NC(=O)C2CC=CCC2C(=O)O)sc2c1CCCCC2 (configuration not stated) ?
SRC1 inh: 7; MC4R ag barr: -0.5; LRH-1 inv ag: 5; NOD2-RIPK2 inh: -1; TLR9-MyD88 block: -10; LMP1 NFkB inh: -3; SRC2 inh: 12; COUP-TFII inh: -4; ABHD5-PLIN5 inh: -3; MC4R antag cAMP: 15; SRC3 inh: 7

Results for COc1cc(C(=O)N/C(=C\c2cn(C)c3ccccc23)C(=O)NCCCO)cc(OC)c1OC ?
SRC1 inh: 3; MC4R ag barr: 0.5; LRH-1 inv ag: -4; NOD2-RIPK2 inh: -14; TLR9-MyD88 block: -16; LMP1 NFkB inh: 4; SRC2 inh: 1; COUP-TFII inh: 11; ABHD5-PLIN5 inh: -2; MC4R antag cAMP: 0; SRC3 inh: 11

What do the screens show for `CCOc1ccc(CCNC(=O)CSCC(=O)Nc2cccc(C)c2)cc1OCC`?
SRC1 inh: 18; MC4R ag barr: -3.2; LRH-1 inv ag: 5; NOD2-RIPK2 inh: -4; TLR9-MyD88 block: -8; LMP1 NFkB inh: 1; SRC2 inh: 17; COUP-TFII inh: 11; ABHD5-PLIN5 inh: -5; MC4R antag cAMP: 1; SRC3 inh: 14

Results for C[C@@H]1CN([C@@H](C)CO)S(=O)(=O)c2ccc(Br)cc2O[C@H]1CN(C)C(=O)Nc1ccc(C(F)(F)F)cc1 ?
SRC1 inh: -2; MC4R ag barr: 1.2; LRH-1 inv ag: -13; NOD2-RIPK2 inh: 9; TLR9-MyD88 block: 4; LMP1 NFkB inh: -1; SRC2 inh: 11; COUP-TFII inh: -14; ABHD5-PLIN5 inh: 1; MC4R antag cAMP: 8; SRC3 inh: -9

What do the screens show for `COc1cccc(NC(=O)CCC2CCN(C(=O)C3CC=CCC3)CC2)c1` (configuration not stated)?
SRC1 inh: 9; MC4R ag barr: 1.0; LRH-1 inv ag: 2; NOD2-RIPK2 inh: 3; TLR9-MyD88 block: -2; LMP1 NFkB inh: -4; SRC2 inh: -7; COUP-TFII inh: 15; ABHD5-PLIN5 inh: -7; MC4R antag cAMP: 0; SRC3 inh: -1

A portion of the library. The share of hits here may be higher or lower than overall.
